Screening results deposited in PubChem BioAssay by The Scripps Research Institute Molecular Screening Center.
CHO-K1 Ca PAM – nonselective activator or artifact in parental CHO-K1 calcium assay. ATP EC20, Fluo-8 calcium fluorescence; 0% at ATP EC20, 100% at ATP max. AID 602247. activation, % at 3 µM. 360,000 compounds, 0.02% hits;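 active = activation above the run cutoff, the mean activation of all test compounds plus 3 SD, cut at about 40% in these data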;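 note: peak over basal fluorescence ratio in a 140 s read after ATP addition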
TAAR1 antag – antagonists of human TAAR1. CHO RD-HGA16 TAAR1, Fluo-8 calcium fluorescence, antagonist. inhibition, % at 3 µM. 360,000 compounds, 1.5% hits. AID 624466;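 active = inhibition above a per-plate cutoff, the mean inhibition of test compounds on that plate plus 3 SD, cut at about 49% in these data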;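 note: 0% = DMSO plus EC80 beta-PEA response and 100% = DMSO alone without agonist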
Target sequence (Q96RJ0 whole entry, looked up): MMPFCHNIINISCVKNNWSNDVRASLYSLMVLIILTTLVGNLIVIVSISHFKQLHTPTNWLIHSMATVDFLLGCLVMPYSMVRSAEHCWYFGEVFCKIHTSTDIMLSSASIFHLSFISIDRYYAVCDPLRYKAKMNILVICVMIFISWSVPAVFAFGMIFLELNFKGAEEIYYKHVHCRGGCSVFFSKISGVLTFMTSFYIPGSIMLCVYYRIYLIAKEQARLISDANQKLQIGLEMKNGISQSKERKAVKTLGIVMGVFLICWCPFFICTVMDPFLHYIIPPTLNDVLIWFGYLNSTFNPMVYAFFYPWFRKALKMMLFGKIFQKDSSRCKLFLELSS
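Material: CHO RD-HGA16 cells bearing hTAAR1; compound dosing: one-point dosing, 3 µM nominal final; schedule: dye loading 75 min at 37 °C, then 30 min room temperature; measured by: calcium fluorescence with Fluo-8; control set: vehicle and agonist controls; replication: n of 1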
M1 ag parental – nonselective activator or artifact in parental CHO-K1 cells. activation, % at 3 µM. Fluo-8 calcium fluorescence; scaled to maximal ATP response, vehicle zero. 360,000 compounds, 0.48% hits; in the data active = activation above about 15%;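 note: untransfected CHO-K1 host cells lacking M1 receptor as counterscreen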
TAAR1 agonist – agonists of human TAAR1 | 360,000 compounds, 0.99% hits | Q96RJ0 | CHO RD-HGA16 TAAR1, Fluo-8 calcium fluorescence; vehicle wells 0%, saturating PEA agonist 100% | activation, % at 3 µM | AID 624467;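 active = activation above the mean activation of all test compounds in the run plus 3 SD, cut at about 38% in these data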
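System: CHO-derived RD-HGA16 cells with stable Gα16 and human TAAR1 / Times: 17-24 h plating, Fluo-8 75 min 37 °C, 30 min RT / Technique: calcium-sensitive Fluo-8 signal, excitation 470-495, emission 515-575 nm / Measure: % activation relative to PEA EC100 response / Benchmarks: DMSO and PEA EC100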
M1 PAM – potentiates human M1 receptor response to acetylcholine | AID 588819 | activation, % at 3 µM | 360,000 compounds, 0.088% hits | CHO-K1 hM1, Fluo-8 calcium fluorescence, ACh EC20; 0% = ACh EC20, 100% = maximal ACh; in the data active = activation above about 19%, passing the limit was not always enough
Target sequence (P11229 whole entry, looked up): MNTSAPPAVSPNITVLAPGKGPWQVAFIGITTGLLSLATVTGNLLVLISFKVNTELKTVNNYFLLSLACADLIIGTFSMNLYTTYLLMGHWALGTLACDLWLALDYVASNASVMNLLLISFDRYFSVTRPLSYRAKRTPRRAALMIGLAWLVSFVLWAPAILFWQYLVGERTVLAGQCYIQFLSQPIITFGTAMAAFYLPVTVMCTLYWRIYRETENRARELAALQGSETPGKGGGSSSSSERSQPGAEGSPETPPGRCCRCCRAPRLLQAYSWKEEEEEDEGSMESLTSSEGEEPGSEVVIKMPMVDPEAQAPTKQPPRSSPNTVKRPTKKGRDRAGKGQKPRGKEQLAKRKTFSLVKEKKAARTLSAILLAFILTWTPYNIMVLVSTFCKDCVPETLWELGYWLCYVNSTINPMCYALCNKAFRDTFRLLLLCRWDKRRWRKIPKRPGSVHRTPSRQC
CHRM1 agonist – agonists of human M1 muscarinic receptor | CHO-K1 hM1, Fluo-8 calcium fluorescence, agonist mode; 0% DMSO, 100% acetylcholine EC100 | activation, % at 3 µM | 360,000 compounds, 0.33% hits;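 active = activation above the run's mean compound activation plus 3 SD, cut at about 16% in these data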;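 note: peak over basal fluorescence ratio within a 140 s kinetic read after compound addition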
CHO-K1 Ca antag – M1 antagonist counterscreen hit in parental CHO-K1 cells; ATP-induced calcium, Fluo-8 fluorescence; AID 602250; inhibition, % at 3 µM; 360,000 compounds, 0.6% hits;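 active = inhibition above a per-plate cutoff, the plate's mean sample inhibition plus 3 SD, cut at about 24% in these data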;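 note: 0% = DMSO plus EC80 ATP and 100% = DMSO alone without ATP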
CHO parental Ca – counter-screen: ATP calcium response change in parental CHO cells; parental CHO-K1, ATP-induced calcium, Fluo-8 fluorescence; inhibition, % at 5.6 µM; 330,000 compounds, 0.63% hits;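 active = inhibition above that plate's mean sample inhibition plus 3 SD, cut at about 26% in these data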;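 note: 0% = ATP-challenged DMSO wells and 100% = DMSO wells without ATP; some compounds past the cut are filed as inactive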
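Measured by: calcium-sensitive Fluo-8 fluorescence / Test system: CHO parental line / Controls: ATP-challenged DMSO wells low, unchallenged DMSO wells high / Measure: % inhibition / Compound: single nominal dose of 5.6 µM per compound / Replicates: single well per compound, no replicates / Reagent: ATP as calcium-mobilizing challenge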
CHRM1 antagonist – blocks human M1 muscarinic receptor; CHO-K1 hM1, Fluo-8 calcium fluorescence, ACh EC80 antagonist; inhibition, % at 3 µM; 360,000 compounds, 1.3% hits; AID 588852;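 active = percent inhibition above its own plate's cutoff, namely the mean of that plate's compound wells plus 3 SD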;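 note: peak over basal fluorescence ratio during 140 s after agonist addition; 0% = ACh EC80 plus DMSO and 100% = DMSO alone without agonist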
* hit, by the source's call; nt = no result given. Compounds as they come. Share with any hit: about 4.4%.

SMILES	CHO-K1 Ca PAM	TAAR1 antag	M1 ag parental	TAAR1 agonist	M1 PAM	CHRM1 agonist	CHO-K1 Ca antag	CHO parental Ca	CHRM1 antagonist
O=C(NC1CCCCCC1)c1nc2ncccn2n1	22	-22	1.0	10	8	-4	-9	-1	-12
Cc1c(CC(=O)N2CCC(C(=O)O)CC2)c(=O)oc2cc3c(cc12)CCC1(CCCCC1)O3	-9	0	-0.3	0	11	-2	10	-14	-5
CC1CN(C=O)CC(C)N1CCN1C(C)CN(C=O)CC1C (stereo unspecified)	-19	-33	-0.2	5	18	4	15	nt	-17
COc1ccc(C2C(C(=O)O)c3ccccc3C(=O)N2Cc2ccco2)cc1 (stereo unspecified)	10	-17	0.1	1	4	-4	-11	4	-8
COc1ccc(Cc2noc(CN3CCCN(Cc4ccc(F)cc4)CC3)n2)cc1OC	20	3	2.8	1	-11	-10	-11	-24	12
CCCCC(=O)Nc1ccc2c(c1)nc(CCN1CCN(c3ccccn3)CC1)n2C	-15	-17	0.6	-1	-29	-9	-3	-11	74*
Cc1ccc(S(=O)(=O)N2CCCCC2)cc1NC(=O)c1ccccn1	-14	3	0.7	-2	7	-4	9	-15	-10
COCCNC(=O)C1CCN(S(=O)(=O)c2ccccc2)CC1	-4	1	0.4	1	6	-4	-9	-7	-9
CCN(CC)c1ccc(-c2c(C#N)c(N)nc(OC)c2C#N)cc1	15	57*	4.8	33	-7	2	12	36*	19
COC(=O)c1c(-c2ccc(F)cc2)csc1NC(=O)c1ccco1	16	58*	0.4	0	2	-2	-4	-5	-3
Cc1onc(-c2ccccc2)c1-c1nnc(COC(=O)c2ccc(O)cc2)o1	4	24	8.1	8	-8	2	-11	nt	14
CC(=O)N1CCC2(CC1)CC(=O)c1cc(OCC(=O)NCc3ccc(C)cc3)ccc1O2	13	12	0.7	12	1	-3	-14	-13	2
Cc1ccccc1OCC(=O)N/N=C/c1ccc(N2CCOCC2)o1	13	-9	0.5	2	11	-3	-14	nt	-14
Cc1nn(C)c(C(=O)NN)c1Cl	14	-1	1.4	1	8	-7	-6	-1	-5
NC(=O)Cc1ncc(C(F)(F)F)cc1Cl	26	4	0.6	5	6	-3	-7	-5	-2
CCC(=O)c1ccc(OCC(O)Cn2nnc3ccccc32)cc1 (stereo unspecified)	-6	0	1.4	0	-8	-3	-5	-14	4
Cc1c(NC(=O)c2ccc(COc3ccc4ccccc4c3)o2)c(=O)n(-c2ccccc2)n1C	13	19	10	4	-6	-4	-7	-6	-3
CCOC(=O)C1=C(O)/C(=C\c2ccc(OC)c(OC)c2)N=C1C	19	-15	0.9	10	15	-1	-26	-5	-14
O=C1CCCCCCCCCC/C(=N\O)CCCO1	23	-19	0.0	2	17	-2	-17	-2	-23
COc1ccc(CCCNC(=O)C2(C)Cc3c(-c4ccc(NC(C)=O)cc4)ccnc3O2)cc1 (stereo unspecified)	2	45	5.2	10	-10	-2	-3	nt	21
Cc1cc(OC(F)F)ccc1NC(=O)Nc1ccc([N+](=O)[O-])cc1	3	-1	14	9	-13	2	22	57*	18
CC(C)N1C(=O)N(c2cccc(Cl)c2)C(C)(O)CC1(C)C (stereo unspecified)	1	-5	-0.6	-2	-4	-5	-15	-3	-10
COc1ccccc1-n1c(SCC(=O)Nc2cc(C)on2)nc2c([nH]c3ccccc32)c1=O	18	-2	0.3	1	5	-4	1	-6	-10
CCC[C@H](CN[C@@H](CNC)[C@H](C)CC)NCCc1cc(C(F)(F)F)cc(C(F)(F)F)c1	-2	4	1.0	17	-7	-9	3	3	12
CCCOc1ccc(F)cc1-c1cc(C(=O)Nc2ccc(F)cc2)[nH]n1	9	16	6.1	1	-23	-3	7	nt	35*

2 records drawn at random from those above:
SMILES	CHO-K1 Ca PAM	TAAR1 antag	M1 ag parental	TAAR1 agonist	M1 PAM	CHRM1 agonist	CHO-K1 Ca antag	CHO parental Ca	CHRM1 antagonist
NC(=O)Cc1ncc(C(F)(F)F)cc1Cl	26	4	0.6	5	6	-3	-7	-5	-2
Cc1c(NC(=O)c2ccc(COc3ccc4ccccc4c3)o2)c(=O)n(-c2ccccc2)n1C	13	19	10	4	-6	-4	-7	-6	-3

Single values from the results shown:
For CHRM1 antagonist, COc1ccccc1-n1c(SCC(=O)Nc2cc(C)on2)nc2c([nH]c3ccccc32)c1=O has the entry -10
For CHO parental Ca, COCCNC(=O)C1CCN(S(=O)(=O)c2ccccc2)CC1 has the entry -7
For CHO-K1 Ca antag, CC(C)N1C(=O)N(c2cccc(Cl)c2)C(C)(O)CC1(C)C (stereo unspecified) has the entry -15

(list continues)
SMILES	CHO-K1 Ca PAM	TAAR1 antag	M1 ag parental	TAAR1 agonist	M1 PAM	CHRM1 agonist	CHO-K1 Ca antag	CHO parental Ca	CHRM1 antagonist
O=C(Nc1nc(-c2ccc3c(c2)OCCO3)cs1)c1ccc(Br)o1	-3	7	0.4	1	12	0	18	nt	-17
COC(=O)c1ccccc1NC(=S)NC(=O)c1ccccc1	16	9	0.3	13	5	-3	-16	-4	-8
O=C(Nc1ccccc1C(=O)NCC1CCCO1)c1ccc(Cl)cc1 (stereo unspecified)	3	-6	2.9	0	3	-3	-13	-16	-2
COc1cc(C2NC(=O)CCC2[N+](=O)[O-])c(OC)cc1Br (stereo unspecified)	16	3	0.8	8	8	1	-9	0	-14
CCc1cc2c3c(c1)/C(=C1/SC(N)=NC1=O)C(=O)N3C(C)(C)C=C2C	24	-23	1.6	18	19	2	-18	-27	-13
CCn1c(C(C)NS(=O)(=O)c2ccc(Cl)cc2)n[nH]c1=S (stereo unspecified)	-2	-13	0.6	1	-1	-2	2	4	9
CC(=O)c1c(C)nc(-c2ccc(OCC(=O)Nc3ccc(F)cc3)cc2)n1O	-16	-8	0.6	3	1	-4	8	12	6
N#Cc1nc(Nc2cc(F)cc(F)c2)c2ncn(CC(F)F)c2n1	15	4	0.4	14	5	-6	-9	4	-3
CC(C)c1ccc(NC(=S)Nc2ccc(OC(F)(F)F)cc2)cc1	-18	34	0.4	10	-11	-4	20	4	25
COc1ccc2c(CC(=O)NNC(=O)c3ccc(C)cc3)coc2c1	10	-7	0.5	0	6	0	-17	-16	-8
O=C(COc1ccc(OCc2ccccc2)cc1)NC1CCOC1=O (stereo unspecified)	-1	0	1.9	13	-4	2	8	38*	-16
Nn1c(SCC(=O)Nc2ccc3c(c2)OCO3)nnc1-c1ccc(Cl)cc1	7	-3	-0.3	16	4	-2	-3	-8	1
CC1CC(=O)c2cc(-c3ccccc3)oc2C1 (stereo unspecified)	6	-22	1.9	6	-5	0	1	nt	0
COc1ccc2oc(C(=O)NC3(C)CCS(=O)(=O)C3)c(C)c2c1 (stereo unspecified)	-2	-3	0.3	1	5	-5	-3	-4	-7
CSCCC(NC(N)=O)C(=O)Nc1ccc(C)cc1 (stereo unspecified)	5	10	0.7	2	6	-2	-2	-5	-8
CN(C)/C=N/c1c(C#N)cnn1C	7	-24	0.4	1	2	0	-12	14	0
C=CCNc1nc(N)c(C(=O)Nc2cc(C)on2)s1	-9	-1	-0.2	5	-6	-4	-12	3	2
C[C@@H]1CN([C@H](C)CO)C(=O)CCCn2cc(nn2)CO[C@H]1CN(C)S(=O)(=O)c1ccccc1C#N	16	13	0.5	0	-1	-2	-6	nt	-4
O=C(O)CSCC(=O)Nc1ccc(C(=O)O)cc1	6	11	0.1	3	-4	-1	2	8	-18
OCc1nc2ccccc2n1/N=C/c1cccs1	4	-24	0.6	0	-3	-1	0	7	3
Cc1ccc([N+](=O)[O-])cc1S(=O)(=O)N1CCCCC1C(=O)O (stereo unspecified)	12	0	2.0	1	10	-5	-10	0	-7
COC(=O)c1c(NC(=O)COC(=O)CNC(=O)c2cccc(OC(F)F)c2)sc(C)c1C	-5	-18	0.1	0	4	-2	1	nt	-14
N#Cc1csc(CCNC(=O)c2ccccc2)n1	9	-10	0.8	2	6	-7	-3	nt	-10
CCOc1ccc(/C=N/NC(=O)c2ccccc2NC(=O)c2ccc(OC)cc2)cc1	-3	33	2.8	5	-1	-4	8	-23	7
O=C(NNC(=O)c1cc(Cl)nc2ccccc12)c1ccccc1F	2	-7	0.7	3	6	0	3	15	-10

Next entries:
SMILES	CHO-K1 Ca PAM	TAAR1 antag	M1 ag parental	TAAR1 agonist	M1 PAM	CHRM1 agonist	CHO-K1 Ca antag	CHO parental Ca	CHRM1 antagonist
Cc1cc(=O)[nH]c2nnc(SCC(=O)N3CC(C)OC(C)C3)n12 (stereo unspecified)	0	-14	0.5	0	5	-3	-2	2	-3
O=C(Cc1ccccc1)Nc1ccc(C(=O)NCc2ccccc2)cc1	20	17	1.1	2	10	-2	-3	6	-20
O=C(O/N=C(/c1ccccc1)c1ccncc1)c1ccc(F)cc1	13	0	1.3	6	9	-9	-4	0	-10
N#C/C(=C(/O)COC(=O)c1ccc(C#N)cc1)c1nc2ccccc2s1	5	-12	8.7	9	-1	0	-5	-6	2
CC(C)(C)C(=O)NC(=S)N1CCOCC1	13	-6	0.3	2	9	-5	-1	-5	-12
Cc1cc(-c2ccc(C)c(S(=O)(=O)Nc3cccc(CN4CCCC4)c3)c2)on1	10	-27	1.9	4	7	-5	-4	7	-7
CCOc1ncccc1C(=O)Nc1cccc(S(=O)(=O)N2CCOCC2)c1	4	3	1.2	1	-3	-4	-10	-10	12

Nothing new here: an excerpt of the list.
SMILES	CHO-K1 Ca PAM	TAAR1 antag	M1 ag parental	TAAR1 agonist	M1 PAM	CHRM1 agonist	CHO-K1 Ca antag	CHO parental Ca	CHRM1 antagonist
Cc1cc(=O)[nH]c2nnc(SCC(=O)N3CC(C)OC(C)C3)n12 (stereo unspecified)	0	-14	0.5	0	5	-3	-2	2	-3
O=C(Cc1ccccc1)Nc1ccc(C(=O)NCc2ccccc2)cc1	20	17	1.1	2	10	-2	-3	6	-20
O=C(O/N=C(/c1ccccc1)c1ccncc1)c1ccc(F)cc1	13	0	1.3	6	9	-9	-4	0	-10
N#C/C(=C(/O)COC(=O)c1ccc(C#N)cc1)c1nc2ccccc2s1	5	-12	8.7	9	-1	0	-5	-6	2
